# RORgamma inh = qHTS for inhibitors of ROR gamma transcriptional activity | Potency, µM (highest dose often 53.6 µM), inactives show at the highest dose activity change, negative = inhibition, usual class: inhibitors | Drosophila S2 Gal4-RORgamma UAS-luciferase reporter, 20 h | 310,000 tested, 5.4% active | Nuclear receptor ROR-gamma (Mus musculus), P51450; also: % is scaled to controls: 0 for no effect and ±100 for the full control effect; nearly all actives have a fitted effect of over 60% in size
# Target sequence (P51450 whole entry, looked up, the tested form may be a part): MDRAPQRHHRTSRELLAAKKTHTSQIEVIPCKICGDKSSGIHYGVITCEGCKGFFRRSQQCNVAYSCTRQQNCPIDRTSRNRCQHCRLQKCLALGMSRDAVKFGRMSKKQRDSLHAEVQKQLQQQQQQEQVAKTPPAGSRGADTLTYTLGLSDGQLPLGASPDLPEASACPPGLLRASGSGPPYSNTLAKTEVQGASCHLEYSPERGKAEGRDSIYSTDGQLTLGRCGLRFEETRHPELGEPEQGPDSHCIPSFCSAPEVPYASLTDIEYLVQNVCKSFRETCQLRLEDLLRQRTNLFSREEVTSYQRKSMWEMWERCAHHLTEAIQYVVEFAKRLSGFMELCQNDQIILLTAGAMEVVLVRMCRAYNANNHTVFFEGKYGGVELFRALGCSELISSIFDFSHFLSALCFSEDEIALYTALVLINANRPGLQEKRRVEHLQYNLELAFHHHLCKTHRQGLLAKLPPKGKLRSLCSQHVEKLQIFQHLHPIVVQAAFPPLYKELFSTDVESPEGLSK
#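 Drosophila Schneider cells stably carrying a metallothionein-driven Gal4 DBD–ROR gamma fusion and a UAS-Photinus luciferase reporter were exposed to compound for 1 hr, then induced with copper sulfate (700 uM final) for 20 hr at ambient temperature before luminescence reading.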
# Rab9 promoter act = qHTS Assay for Rab9 Promoter Activators | Huh7 Rab9 promoter-luciferase reporter, luminescence, 24 h | Potency, µM (highest dose often 9.22 µM), for the others: top-dose activation, negative = inhibition, most hits filed as activators | 320,000 tested, 2.8% active | AID 485297, 2010; also: % of control where 0% means no effect; nearly all actives have a fitted effect of over 60% in size
#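 Cells were plated at 1500 per well in reduced-serum medium with 10% FBS and left 2 h. Compound in DMSO was then added for 24 h at 37 °C. Reporter signal was read by luminescence after 10 min with luciferase detection reagent.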
# p53 reactivation = qHTS assay for re-activators of p53 using a Luc reporter | H1299 p53-A138V BP100-luciferase reporter, luminescence, 24 h | Potency, µM (titrated, usually from 92.2 µM), for the others: at the top dose activity change, positive = activation, most hits filed as activators | 320,000 tested, 0.063% active; also: % of control where 0% means no effect; nearly all actives have a fitted effect of over 45% in size
#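 H1299 (p53-null), stable ts p53-A138V + BP100-Luc; 1000 cells/well, Opti-MEM/10% FBS; cpd 4 pt, 1:5; 24 h, 37 deg C, 5% CO2; detection reagent 10 min RT; luminescence.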
# FLuc modulator = qHTS profiling assay for firefly luciferase inhibitor/activator using purifed enzyme and Km concentrations of substrates (counterscreen for miR-21 project); Luciferin 4-monooxygenase (Photinus pyralis), P08659; purified FLuc, Km substrates, luminescence inhibition; Potency, µM (titrated, usually from 57.5 µM), for the others: top-dose activity change, negative = inhibition, usual class: inhibitors; 360,000 tested, 6.9% active; AID 588342, 2011;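 also: plate controls were vehicle for no effect and reference inhibitor for full effect; nearly all actives have a fitted effect of over 55% in size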
# Target sequence (P08659 whole entry, looked up): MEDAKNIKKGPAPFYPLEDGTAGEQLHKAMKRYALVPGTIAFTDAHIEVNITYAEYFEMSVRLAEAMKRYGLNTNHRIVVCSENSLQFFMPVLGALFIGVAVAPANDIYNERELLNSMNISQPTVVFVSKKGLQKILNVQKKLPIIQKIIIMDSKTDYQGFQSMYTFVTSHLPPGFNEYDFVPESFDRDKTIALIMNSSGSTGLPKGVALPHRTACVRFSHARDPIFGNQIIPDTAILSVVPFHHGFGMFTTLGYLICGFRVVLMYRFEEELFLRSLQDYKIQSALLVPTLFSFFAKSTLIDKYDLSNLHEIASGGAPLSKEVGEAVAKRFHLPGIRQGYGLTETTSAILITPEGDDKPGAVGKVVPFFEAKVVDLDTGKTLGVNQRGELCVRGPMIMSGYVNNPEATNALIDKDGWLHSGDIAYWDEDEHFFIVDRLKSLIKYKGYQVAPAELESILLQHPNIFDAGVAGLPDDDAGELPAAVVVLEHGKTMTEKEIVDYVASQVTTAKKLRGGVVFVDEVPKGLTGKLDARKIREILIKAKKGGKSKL
#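 Purified P. pyralis luciferase, 10 nM final, with Km-level 10 uM D-luciferin and 10 uM ATP in 50 mM Tris acetate pH 7.5, 10 mM Mg acetate, 0.01% Tween-20, 0.05% BSA; 6-point qHTS titration about 60 µM downward; luminescence read.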
# BRCA1 expr act = qHTS Assay to Identify Small Molecule Activators of BRCA1 Expression | MCF7-BRCA1-FFLuc reporter, luminescence, 48 h; response scale: scaled: vehicle 0%, 10 µM genistein 100% | Potency, µM (highest dose often 46.1 µM), for inactives: at the top dose activation, actives largely listed as activators | 380,000 tested, 1.1% active; also: nearly all actives have a fitted effect of over 80% in size; some results filed as inactive show a strong effect at the top dose
#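 Luminescence from a BRCA1-driven firefly luciferase in MCF7 cells was read after 48 h compound exposure at 37 C. Data normalized against DMSO and a 10microM genistein activation control, then curve-fitted across the titration.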
# ELG1 genotoxic = qHTS screen for small molecules that induce genotoxicity in human embryonic kidney (HEK293T) cells expressing luciferase-tagged ELG1; AID 504466, 2011; Potency, µM (series often up to 46 µM), for inactives: at the highest dose activity change, positive = activation, actives largely listed as activators; HEK293T ELG1-luciferase reporter, luminescence, 16 h; 330,000 tested, 1.3% active; also: % of control where 0% means no effect; nearly all actives have a fitted effect of over 60% in size
#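 Luminescence read-out: rising ELG1-luciferase signal, reflecting elevated ELG1 protein under genetic stress, flags genotoxic compounds. Cells were treated for 16 hr at 37 °C before ONE-Glo detection.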
# MBNL1-CUG inh = qHTS Assay for Inhibitors of MBNL1-poly(CUG) RNA binding. Muscleblind-like protein 1 (Homo sapiens), Q9NR56. TR-FRET MBNL1-His/biotin-(CUG)12 binding, 665/545 ratio. Potency, µM (highest dose often 57.5 µM), for the others: at the highest dose activity change, negative = inhibition, usual class: inhibitors. 280,000 tested, 0.036% active. AID 2675, 2010; active = well fitted inhibition curve with a large enough effect in the signal ratio, with a control signal flat, not every such curve was filed as active; inconclusive = small, poorly fitted or top-dose-only effect, or effect the other way, or a change in a side signal; inactive = no such curve, though single readings can be large or run the other way; the % refers to the signal ratio; also: % is scaled to controls: 0 for no effect and ±100 for the full control effect
#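 Inhibition of protein-RNA binding appears as loss of TR-FRET between terbium anti-His antibody on MBNL1-His and streptavidin-XL665 on biotin-(CUG)12. Activity is normalized to buffer-only and uninhibited-complex controls.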
# uPA generation = qHTS for Inhibitors of Cell Surface uPA Generation; Potency, µM (series often up to 38.3 µM), without a hit: top-dose activity change, negative = inhibition, hits mostly inhibitors; cell surface uPA generation assay, qHTS; 330,000 tested, 0.31% active; active = well fitted inhibition curve with a large enough effect; inconclusive = small, poorly fitted or top-dose-only effect; inactive = no such curve, though single readings can be large or run the other way; tested in mouse RAW 264.7 cells; also: % is scaled to controls: 0 for no effect and ±100 for the full control effect; nearly all actives have a fitted effect of over 55% in size
# NPC1 promoter act = qHTS Assay for NPC1 Promoter Activators; Huh7 NPC1 promoter luciferase reporter, 24 h; Potency, µM (doses to about 9.22 µM), for the others: top-dose activation, hits mostly activators; 320,000 tested, 2.4% active;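 also: % of control where 0% means no effect; nearly all actives have a fitted effect of over 60% in size; reporter is driven by a mutant NPC1 promoter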
#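 NPC1 promoter–luciferase Huh7 cells; 24 h compound; luminescence.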
# VP16 counter = VP16 counterscreen qHTS for inhibitors of ROR gamma transcriptional activity; Drosophila S2 Gal4-VP16 UAS-luciferase, luminescence, 20 h; Potency, µM (series often up to 53.6 µM), for inactives: top-dose activity, negative = inhibition, usual class: inhibitors; 310,000 tested, 3.5% active; AID 2546, 2010;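 also: Gal4-VP16 expression switched on by copper sulfate through the metallothionein promoter; % is scaled to controls: 0 for no effect and ±100 for the full control effect; nearly all actives have a fitted effect of over 50% in size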
# * marks the source's active call; other numbers are inactive results; u = inconclusive; x = not tested or not shown; [ ] = remark or other dose. Unless noted, calls follow the shape of the dose curve; as a rule, active = well fitted curve in the direction sought with a large enough effect; inconclusive = small, poorly fitted or top-dose-only effect, or another doubt; inactive = no such curve, though single readings can be large; an effect the other way counts as inactive or inconclusive. Potency is read from the fitted curve at half-maximal effect.
SMILES,RORgamma inh,Rab9 promoter act,p53 reactivation,FLuc modulator,BRCA1 expr act,ELG1 genotoxic,MBNL1-CUG inh,uPA generation,NPC1 promoter act,VP16 counter
Cn1cccc1/C=C1\SC(=S)N(NC(=O)c2ccc(F)cc2)C1=O,30%,-6%,-2%,-19%,-23%,1%,u,-4%,0%,16µM*
O=C(O)c1ccc(/C=C2\SC(=Nc3ccccc3)N(c3ccccc3)C2=O)cc1,14%,-3%,1%,u,-12%,3%,8%,u,1%,-2%
CN1CCN(C(=O)N2c3ccccc3C=Cc3ccccc32)CC1,7%,2%,7%,-9%,7%,-2%,12%,8%,6%,1%
N#CCc1ccc(NC(=O)Nc2cccc(Cl)c2)cc1,u,29%,17%,17µM*,47%,5%,-8%,3%,u,3%
CC(=O)Nc1sc(C)c(C)c1C(=O)OCCOc1ccccc1,u,u,u,-11%,106%,u,1%,-1%,u,12%
COC(=O)C1CN(S(=O)(=O)c2ccc(C)cc2)CCN1S(=O)(=O)c1ccc(C)cc1 (stereo not drawn),18%,-1%,-3%,1%,-18%,-11%,1%,3%,8%,1%
COc1cc(C2C(C#N)=C(N)Oc3cc(C)oc(=O)c32)cc2c1OCO2 (stereo not drawn),0%,1%,-9%,3%,1%,8%,-7%,4%,-2%,0%
CC/C(=N\Nc1ccc([N+](=O)[O-])cc1)c1ccccc1,-1%,-1%,3%,-10%,4%,-4%,x,-24%,-3%,-3%
CC1CCc2nn(CC(=O)NC3CCCC3)cc2C1 (stereo not drawn),29%,14%,30%,-10%,44%,11%,8%,3%,13%,2%
N#C/C(=C\c1ccc(-c2nc3ccccc3s2)o1)C(N)=O,u,u,5%,2.7µM*,53%,18%,u,-4%,3.2µM*,-7%
CC1(C)CC(=O)C(CCC(=O)c2ccccc2)C(C)(C)N1 (stereo not drawn),-11%,1%,-2%,-5%,-8%,0%,-10%,-7%,-1%,-8%
Cc1ccc(NC(=O)CCN2C(=O)OC(C)(C)C2(C)O)cc1 (stereo not drawn),-5%,10%,15%,6%,0%,1%,-1%,2%,-2%,3%
Cc1onc(NC(=O)NC(=O)c2c(F)cccc2Cl)c1Br,15%,11%,1%,1%,0%,13%,-3%,-8%,-1%,-2%
Cc1ccc2[nH]c(=O)c(CN(Cc3ccc4c(c3)OCO4)Cc3nnnn3C3CCCC3)cc2c1,22%,x,x,1%,-62%,x,-9%,-10%,x,-20%
CN(C(=O)c1ccc(NC(=O)C2CC=CCC2C(=O)O)cc1)c1ccccc1 (stereo not drawn),-31%,3%,8%,0%[2.3 µM],0%,6%,0%,x,1%,2%
c1ccc2c(c1)nc(N1CCN(C3CCCCC3)CC1)c1nnnn12,-20%[0.365 µM],-4%,9%,-9%,x,3%,1%,x,0%,x
CC(=O)Nc1ccc(S(=O)(=O)N2CCN(CCc3ccccc3)CC2)cc1,15%,-1%,-25%,0%,-6%,-11%,-8%,5%,-4%,9%
CC(=O)Nc1ccc(SCC(=O)c2cc(C)n(Cc3cccs3)c2C)cc1,-1%,u,11%,17µM*,-49%,u,-5%,-6%,13%,u
COc1ccc(CCC(=O)OCC(=O)N(C)c2c(N)n(Cc3ccccc3)c(=O)[nH]c2=O)cc1,x,-1%,-10%,0%,23%,-1%,x,1%,0%,x
ON=C1CCN(c2ncc(C(F)(F)F)cc2Cl)CC1,39%,2%,11%,-6%,21%,0%,-14%,0%,0%,-1%
COC(=O)c1cccc(NS(=O)(=O)c2ccc(OC)cc2)c1C,u,-11%,8%,-2%,-42%,-3%,3%,3%,-25%,-22%
CC(=O)c1ccc(NC(=S)NCc2ccc(Cl)cc2Cl)cc1,u,-6%,-1%,-9%,-1%,-6%,-6%,-23%,0%,-27%
N#Cc1ccccc1NC(=O)CN1CCN(Cc2ccccc2)CC1,5%,1%,-7%,0%,-17%,0%,6%,8%,-2%,-2%
CC(Oc1ccc(F)cc1)C(=O)Nc1ccc2ccccc2c1 (stereo not drawn),25%,4%,u,u,18%,8%,-11%,1%,9%,14%
CN1CC(=O)Nc2ccc(F)cc2C1=O,-7%,x,x,3%,0%,x,3%,5%,x,0%
Cc1ccc(C)c(Nc2c([N+](=O)[O-])c(=O)oc3ccccc23)c1,-7%,1%,-5%,-8%,-51%,-2%,u,-8%,-1%,-5%
COc1ccc(OC)c(S(=O)(=O)NC(C)CCc2ccccc2)c1 (stereo not drawn),19%,-2%,2%,2%,-12%,-10%,0%,3%,-10%,1%
CC(C)(C)C(=O)OCC1OC(n2cnc(C(N)=O)n2)C(O)C1O (stereo not drawn),15%,1%,0%,-1%,2%,-2%,-8%,14%,-1%,3%
O=C(Cc1ccc(O)cc1)N/N=C/c1cccnc1,-18%,-1%,5%,-2%,14%,11%,18%,7%,0%,4%
COc1cc(/C=C2\C(=O)ON=C2c2ccccc2)cc(Br)c1O,u,-13%,-11%,u,-69%,18%,u,1%,-11%,u
Cc1nn(Cc2ccccc2)c(C)c1C(=O)NCCCN1CCCC1=O,x,-3%,4%,-2%,-1%,0%,x,0%,-7%,x
O=C(CCc1ccccc1)NNC(=S)NC(=O)c1ccccc1,4.5µM*,0%,9%,4%,-29%,0%,1%,-4%,-7%,u
S=c1[nH]nc(C2CCCCC2)n1/N=C/c1cccc(Br)c1,2µM*,-3%,1%,-1%,-9%,9%,-8%,3%,-8%,-13%
COC(=O)CSc1nc(NC(C)C)nc(N2CCOCC2)n1,32%,17%,-2%,1%,-4%,-2%,-7%,-6%,10%,-5%
COc1ccc(CNC(=O)C/C(C)=N/NC(=O)Cc2ccc(OC)c(OC)c2)cc1,-7%,12%,-5%,3%,-10%,1%,x,1%,0%,-6%
CC(=O)N(Cc1ccc(F)cc1)c1cccc(C)c1C,-1%,-9%[1.84 µM],3%,-2%,-22%,-5%,-1%,5%,1%,11%[10 µM]
Cc1cccc(S(=O)(=O)Nc2cccc3c2C(=O)c2ccccc2-3)c1,u,-1%,-3%,1%,-29%,-13%,9%,1%,0%,4%
COc1ccc(O)c(/C=N/N2CCCCC2)c1,27%,2µM*,25%,9.5µM*,10µM*,u,-8%,-3%,3.2µM*,11%
COC(=O)CCC(=O)NC(=S)Nc1ccccc1F,u,-1%,11%,0%,27%,6%,-6%,12%,-2%,18%
COc1ccc(CNC(=O)[C@H](CCSC)NC(=O)N2CCn3c2nc2ccccc23)cc1,-2%,2%,-7%,4%,-5%,-2%,-4%,-9%,-4%,1%
O=C(CCc1nc2ccccc2c(=O)[nH]1)Nc1nnc(SCc2ccc(Cl)cc2)s1,x,-4%,6%,1%,-20%,6%,x,-1%,-3%,x
COCc1cc(C)[nH]c(=O)c1C#N,25%,0%,u,0%,-10%,2%,4%,2%,5%,9%
O=C(CSc1n[nH]c(=O)[nH]c1=O)c1ccc(Cl)cc1Cl,15%,1%,-2%,-4%,0%,-2%,10%,2%,-4%,16%
CSc1ccc(CCNC(=O)CCc2nnc3ccc(N4CCCCC4)nn23)cc1,26%,-1%,x,-1%,1%,-5%,-8%,0%,-2%,-3%
S=C(NCCN1CCOCC1)N/N=C/c1cccs1,1.3µM*,-4%[1.84 µM],3%,1%,-15%,0%,u,-91%,5%,4.5µM*
O=C(N/N=C/c1ccncc1)c1cc2ccccc2o1,37%,-2%,-6%,21µM*,1%,2%,u,8%,-3%,-3%
CCC(C)(C)NC(=O)Cc1ccc(F)cc1,23%,1%,6%,-1%,4%,5%,-10%,0%,-3%,2%
COc1ccccc1CNc1cc(C)ccc1C,-6%,-5%,-6%,0%,5%,0%,-2%,13%,-4%,-3%
NC(=O)CC(NC(=O)Cc1cccc2ccccc12)c1ccc(N2CCC(N3CCCC3)CC2)c([N+](=O)[O-])c1 (stereo not drawn),-35%,-5%,9%,2%,0%,2%,u,9%,-2%,-5%
Cc1ccc2nc(-c3ccc(NC(=O)CN4C(=O)NC(C)(c5ccc(OC(F)F)cc5)C4=O)cc3)sc2c1 (stereo not drawn),u,1.4µM*,x,5.4µM*,20%,21µM*,18%,7%,2.5µM*,u
Cc1ccc(CN(C(=O)c2sc3ccccc3c2Cl)C2CCS(=O)(=O)C2)cc1 (stereo not drawn),41%,-3%,-3%,-1%,-32%,-5%,3%,-4%,-2%,5%
Cc1nnc(SCC2=C(C(=O)O)N3C(=O)C(NC(=O)Cc4ccccc4)C3SC2)s1 (stereo not drawn),x,-2%,12%,-1%,-3%,2%,x,-1%,5%,x

# Screening data: PubChem, National Center for Advancing Translational Sciences (NCATS)
